High-throughput results as filed in PubChem.
TbREL1 primary: TbREL1 RNA ligase inhibitors, primary screen, biochemical, FRET fluorescence; RNA-editing ligase 1, mitochondrial (Trypanosoma brucei brucei), P86926; TbREL1 RNA ligation; inhibition, % at 9.66 µM; 89,000 compounds, 0.49% hits; AID 1117264, 2014;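 active = inhibition above the mean inhibition across all screened compounds plus 3 SD, cut at about 11% in these data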;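 also: 0% = plate median of test wells and 100% = NSC42067 control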
Target sequence (P86926 whole entry, looked up): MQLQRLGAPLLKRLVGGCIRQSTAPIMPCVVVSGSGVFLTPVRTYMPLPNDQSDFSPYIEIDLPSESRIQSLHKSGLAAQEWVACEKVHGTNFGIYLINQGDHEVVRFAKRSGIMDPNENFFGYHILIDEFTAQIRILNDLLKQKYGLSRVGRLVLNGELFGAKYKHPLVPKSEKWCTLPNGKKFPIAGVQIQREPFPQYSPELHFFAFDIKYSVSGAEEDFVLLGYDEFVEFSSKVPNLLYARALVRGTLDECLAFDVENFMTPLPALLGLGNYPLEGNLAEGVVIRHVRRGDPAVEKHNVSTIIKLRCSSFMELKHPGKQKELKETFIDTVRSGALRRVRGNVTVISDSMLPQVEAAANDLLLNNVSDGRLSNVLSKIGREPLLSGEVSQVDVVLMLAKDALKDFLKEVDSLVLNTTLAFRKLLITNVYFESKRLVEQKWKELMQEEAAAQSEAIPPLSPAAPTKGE
An asterisk follows results filed as active.

How did CCOC(=O)C1=C(C)NC(=S)NC1c1ccco1 (stereo unspecified) do in these assays?
TbREL1 primary: -3

Results for CCOC(=O)c1ccc(N2CCN(C(C)=O)CC2)c(NC(=O)c2cccnc2)c1 ?
TbREL1 primary: 0

Results for Cc1onc(-c2ccccc2)c1C(=O)Nc1ccccc1NC(=O)c1c(-c2ccccc2)noc1C ?
TbREL1 primary: 1

How did CN(C)/C=N/c1c(C#N)cnn1C do in these assays?
TbREL1 primary: -1

How did CC(=O)Oc1ccc(/C=C(\NC(=O)c2cccc(Br)c2)C(=O)Nc2ccc(C(=O)O)cc2)cc1 do in these assays?
TbREL1 primary: 2

How did COCCNC(=O)c1ccc2c(c1)NC(=O)CS2 do in these assays?
TbREL1 primary: -1

What do the screens show for `O=C(O)CNC(=S)N(Cc1cccs1)C1CCCCC1`?
TbREL1 primary: -3

How did C[C@@H]1CN([C@@H](C)CO)C(=O)CCCn2nncc2CO[C@@H]1CN(C)S(C)(=O)=O do in these assays?
TbREL1 primary: 0

Results for S=C(NCc1ccccc1)NCc1ccco1 ?
TbREL1 primary: -1

What do the screens show for `Cc1nc(Nc2ccccc2)sc1C(=O)c1ccccc1`?
TbREL1 primary: 0

What do the screens show for `O=C1NC[C@@H](c2ccccc2)OC(=O)[C@H](Cc2ccc(F)cc2)C/C=C\C[C@@H]1CC(=O)N(CCO)Cc1ccccc1`?
TbREL1 primary: 0

What do the screens show for `Cn1nc([N+](=O)[O-])nc1Sc1cccc2cccnc12`?
TbREL1 primary: 2

What do the screens show for `Cc1ccn2cc(C(=O)Nc3cccc(C(=O)NC4CC4)c3)nc2c1`?
TbREL1 primary: 3

What do the screens show for `COc1ccc(C(=O)Nc2cc(C(F)(F)F)ccc2-n2cncn2)cc1`?
TbREL1 primary: 5

What do the screens show for `CCOc1ccc2nc(COC(=O)c3ccco3)c(C(C)=O)[n+]([O-])c2c1`?
TbREL1 primary: -4

What do the screens show for `NC1=NC[C@H](c2ccccc2)N1CC1CCCCC1`?
TbREL1 primary: 4

Results for O=C(NCc1ccccc1CN1CCCC1)c1cccc(S(=O)(=O)N2CCOCC2)c1 ?
TbREL1 primary: 3

What do the screens show for `Oc1cnn(-c2ccccc2)c1`?
TbREL1 primary: -3

How did COCCn1ccc(O)c(Cc2ccc(Cl)cc2)c1=O do in these assays?
TbREL1 primary: 2

How did CCN(CC(=O)NCc1ccc(F)cc1)C(=O)COc1ccc2ccccc2c1 do in these assays?
TbREL1 primary: 3

How did CCOc1cc(NS(=O)(=O)CC)c(OCC)cc1NC(=O)c1ccco1 do in these assays?
TbREL1 primary: -2

Results for O=C(NC1(C(F)(F)F)C(=O)Nc2c1c(=O)[nH]c(=O)n2-c1ccc(F)cc1)c1cccnc1 (stereo unspecified) ?
TbREL1 primary: -2

Results for CCCC1NC(=S)NC(C)=C1C(C)=O (stereo unspecified) ?
TbREL1 primary: 0

What do the screens show for `CCCSc1nnc2c(n1)OC(c1cccn1C)N(C(C)=O)c1ccccc1-2` (stereo unspecified)?
TbREL1 primary: -1

How did CSc1ccc(S(=O)(=O)N2CCC(C(=O)NC3CC3)CC2)cc1 do in these assays?
TbREL1 primary: 3

How did N#Cc1ccccc1OCC(=O)N(C1CCCCC1)C1CCS(=O)(=O)C1 (stereo unspecified) do in these assays?
TbREL1 primary: 6

Results for COc1cc(-n2c(C)nc3cc(C(=O)N4CCCCC4)ccc32)cc(OC)c1OC ?
TbREL1 primary: -2

What do the screens show for `CN(Cc1ccccc1)c1ncnc2[nH]ncc12`?
TbREL1 primary: 0

Results for CCCCC(NC(C)=O)c1nc2ccccc2n1CCCC (stereo unspecified) ?
TbREL1 primary: 7

Results for CCCCCCC[C@H](N)[C@H](O)C(=O)N(C)[C@@H](CCS(C)=O)C(=O)N[C@@H](Cc1ccc(O)cc1)C(=O)O (stereo partly specified) ?
TbREL1 primary: 5

What do the screens show for `COc1cc(-c2n[nH]c(=O)o2)cc(OC)c1OC`?
TbREL1 primary: 1

What do the screens show for `CCOc1ccc(C2NC(=O)C(C#N)=C(S)N2c2ccc(OC)cc2)cc1OC` (stereo unspecified)?
TbREL1 primary: 1

What do the screens show for `COC(=O)C1C(=O)c2c([nH]c(C(=O)OC3CCCCC3)c2C)CC1C` (stereo unspecified)?
TbREL1 primary: 0

What do the screens show for `O=C(O)COc1c(F)c(F)c(C(F)(F)F)c(F)c1F`?
TbREL1 primary: -3

Results for COC(=O)c1[nH]c2c(c1C)C(=O)CC(c1ccc(C)cc1)C2 (stereo unspecified) ?
TbREL1 primary: 0

What do the screens show for `Cc1ccc(C)c(-n2cc(CN3CCNC(=O)CC3)c(-c3ccccc3)n2)c1`?
TbREL1 primary: -3

How did CCOc1ccc(C2CC(=O)n3nc(C45CC6CC(CC(C6)C4)C5)nc3S2)cc1OC (stereo unspecified) do in these assays?
TbREL1 primary: -2

What do the screens show for `Cc1ccc(NC(=O)NCCCN2CCCC2=O)cc1Cl`?
TbREL1 primary: 5

What do the screens show for `COc1ccc(NC(=O)C2CCCN(S(=O)(=O)c3cccnc3)C2)cc1` (stereo unspecified)?
TbREL1 primary: 4

Results for CC(C)(C)OC(=O)N[C@H](/C=C/c1ccccc1)C(=O)OC(C)(C)C ?
TbREL1 primary: 0

What do the screens show for `CC1CCCN(C(=O)C2CCN(S(=O)(=O)c3cccc4nonc34)CC2)C1` (stereo unspecified)?
TbREL1 primary: 4

What do the screens show for `CCN(CC)C(=O)CSC1=C(C#N)C(c2ccco2)C(C(=O)OCCOC)=C(C)N1` (stereo unspecified)?
TbREL1 primary: -4

What do the screens show for `Cc1ccc(C2(CC(=O)Nc3nccs3)CCOC(C(C)C)C2)cc1` (stereo unspecified)?
TbREL1 primary: -3

What do the screens show for `Nc1nc(SCc2ccc([N+](=O)[O-])cc2)nc2nc3c(cc12)CCCC3`?
TbREL1 primary: -3

Results for O=C(NC1CCCCN(Cc2ccc(Cl)cc2)C1=O)c1ccc2ccccc2c1 (stereo unspecified) ?
TbREL1 primary: -4

A draw from above in order of length of the SMILES, highest first:
Results for CCCCCCC[C@H](N)[C@H](O)C(=O)N(C)[C@@H](CCS(C)=O)C(=O)N[C@@H](Cc1ccc(O)cc1)C(=O)O (stereo partly specified) ?
TbREL1 primary: 5

How did CCOc1ccc(C2CC(=O)n3nc(C45CC6CC(CC(C6)C4)C5)nc3S2)cc1OC (stereo unspecified) do in these assays?
TbREL1 primary: -2

What do the screens show for `CCN(CC)C(=O)CSC1=C(C#N)C(c2ccco2)C(C(=O)OCCOC)=C(C)N1` (stereo unspecified)?
TbREL1 primary: -4

Results for COc1cc(-n2c(C)nc3cc(C(=O)N4CCCCC4)ccc32)cc(OC)c1OC ?
TbREL1 primary: -2

What do the screens show for `Nc1nc(SCc2ccc([N+](=O)[O-])cc2)nc2nc3c(cc12)CCCC3`?
TbREL1 primary: -3

What do the screens show for `CC1CCCN(C(=O)C2CCN(S(=O)(=O)c3cccc4nonc34)CC2)C1` (stereo unspecified)?
TbREL1 primary: 4

What do the screens show for `COC(=O)C1C(=O)c2c([nH]c(C(=O)OC3CCCCC3)c2C)CC1C` (stereo unspecified)?
TbREL1 primary: 0

Results for O=C(NC1CCCCN(Cc2ccc(Cl)cc2)C1=O)c1ccc2ccccc2c1 (stereo unspecified) ?
TbREL1 primary: -4

What do the screens show for `COc1ccc(NC(=O)C2CCCN(S(=O)(=O)c3cccnc3)C2)cc1` (stereo unspecified)?
TbREL1 primary: 4

Results for COC(=O)c1[nH]c2c(c1C)C(=O)CC(c1ccc(C)cc1)C2 (stereo unspecified) ?
TbREL1 primary: 0

What do the screens show for `Cc1ccc(C2(CC(=O)Nc3nccs3)CCOC(C(C)C)C2)cc1` (stereo unspecified)?
TbREL1 primary: -3

What do the screens show for `O=C(O)COc1c(F)c(F)c(C(F)(F)F)c(F)c1F`?
TbREL1 primary: -3

What do the screens show for `COc1cc(-c2n[nH]c(=O)o2)cc(OC)c1OC`?
TbREL1 primary: 1

What do the screens show for `Cc1ccc(NC(=O)NCCCN2CCCC2=O)cc1Cl`?
TbREL1 primary: 5

Results for CCCCC(NC(C)=O)c1nc2ccccc2n1CCCC (stereo unspecified) ?
TbREL1 primary: 7

What do the screens show for `CN(Cc1ccccc1)c1ncnc2[nH]ncc12`?
TbREL1 primary: 0

Further structures.
What do the screens show for `CCCn1c(SCC(=O)Nc2c(C)cccc2CC)nnc1C(C)C`?
TbREL1 primary: 6

How did O=C(Nc1ccc(Cl)c(Cl)c1)Nc1nccs1 do in these assays?
TbREL1 primary: 3

How did Cc1cc(NC(=O)COC(=O)c2ccc([N+](=O)[O-])cc2Cl)no1 do in these assays?
TbREL1 primary: 4

How did Cc1onc(-c2ccccc2Cl)c1C(=O)Nc1ccc(S(=O)(=O)N2CCCC2)cc1 do in these assays?
TbREL1 primary: -3

How did CCOC(=O)Cc1csc(NC(=O)CSc2nnc(-c3ccc(NS(=O)(=O)CC)cc3)o2)n1 do in these assays?
TbREL1 primary: -1

How did COc1ccc2[nH]cc(CCNC(=O)CCC3CCCCC3)c2c1 do in these assays?
TbREL1 primary: -8

Results for CN(C)c1ccc(/C=C(/C(=O)c2ccc(Cl)cc2Cl)n2cncn2)cc1 ?
TbREL1 primary: 3

Results for COC(=O)/C(=C\c1c(OC)cc(OC)cc1OC)C(=O)c1ccc2c(c1)OCO2 ?
TbREL1 primary: 0

How did CCc1cc2cccc(C)c2nc1SCC(=O)c1ccc(NC(C)=O)cc1 do in these assays?
TbREL1 primary: 7

How did CCN1C(=O)CC(c2ccccc2)CC1=O do in these assays?
TbREL1 primary: -2

What do the screens show for `O=C(NC1CC1)C1=C[C@H](c2c[nH]c3ccccc23)C[C@H](OCCCCO)O1`?
TbREL1 primary: -3

What do the screens show for `COc1ccc(Cn2ccc3ccc(-c4ccc5ccn(C(=O)c6cccc(OC)c6)c5c4)cc32)cc1`?
TbREL1 primary: -2

How did CCCCc1cc(=O)oc2cc(O)ccc12 do in these assays?
TbREL1 primary: 2

What do the screens show for `O=C(c1ccc(N2CCN(C(=O)c3cccc(F)c3)CC2)cc1)c1cccc(F)c1`?
TbREL1 primary: -2

How did COc1cccc(/C=N/NC(=O)c2[nH]c(C)c(C(=O)N/N=C/c3cccc(OC)c3)c2C)c1 do in these assays?
TbREL1 primary: -2

What do the screens show for `COCCCNC(=S)Nc1ccc(OC(F)F)cc1C`?
TbREL1 primary: 2

Results for Cc1cc(C)nc(SCC(=O)Nc2ccc(S(=O)(=O)Nc3onc(C)c3C)cc2)n1 ?
TbREL1 primary: 4

How did COc1ccc(NC(=S)NCc2cccn2C)cc1 do in these assays?
TbREL1 primary: -5

How did COC(=O)[C@]1(C)N[C@H](c2ccc(SC3CCCCC3)cc2)[C@@H]2C(=O)N(C)C(=O)[C@@H]21 do in these assays?
TbREL1 primary: 5

How did CC(=O)Nc1ccc(S(=O)(=O)NNC(=O)c2sc(=S)n(C)c2C)cc1 do in these assays?
TbREL1 primary: -1

What do the screens show for `CCOc1ccc(CNC(=O)c2ccc3nc(N4CCOCC4)sc3c2)cc1`?
TbREL1 primary: -2

What do the screens show for `CCCCN(Cc1ccccc1)C(=O)CCN1C(=O)C2C3C=CC(C3)C2C1=O` (stereo unspecified)?
TbREL1 primary: -4

How did COc1ccc(N2C(=O)CC(N3CCN(S(=O)(=O)c4c(C)cc(C)cc4C)CC3)C2=O)cc1 (stereo unspecified) do in these assays?
TbREL1 primary: 6

Results for COc1ccc(C(=O)OCc2c(-c3cccc(OC)c3)ncc3ccccc23)cc1 ?
TbREL1 primary: 0

What do the screens show for `O=C(COC(=O)c1n[nH]c2ccccc12)Nc1ccc(S(=O)(=O)N2CCCC2)cc1`?
TbREL1 primary: 7

Results for C[C@@H]1C=C[C@](Cc2ccccc2)(C(=O)O)N1C(=O)c1ccccc1 ?
TbREL1 primary: 1

How did COc1cc2ccccc2cc1C(=O)N1CCN(c2ccccn2)CC1 do in these assays?
TbREL1 primary: 7

What do the screens show for `O=C(NNC(=O)c1ccccc1Cl)c1ccc(-n2cncn2)c([N+](=O)[O-])c1`?
TbREL1 primary: 1

What do the screens show for `Cc1cc(C)c(S(=O)(=O)Cc2ccc(Cl)cc2)c(=O)[nH]1`?
TbREL1 primary: -3

What do the screens show for `Cc1cccc(C(=O)NCCNC(=O)c2cnccn2)c1`?
TbREL1 primary: 1

How did Cc1nc2ccc(S(=O)(=O)NCC(=O)N(C)Cc3ccccc3Cl)cc2s1 do in these assays?
TbREL1 primary: 1

How did COc1ccc(Cn2nnc3c(=O)[nH]c(C4CCCN(C(=O)c5ccccc5)C4)nc32)cc1 (stereo unspecified) do in these assays?
TbREL1 primary: 0

Results for Cc1cccc(OCC(=O)Nc2nnn(C)n2)c1C ?
TbREL1 primary: 5

Results for COc1ccc(CCNC(=O)C2CCCN(S(=O)(=O)c3ccc(F)cc3)C2)cc1OC (stereo unspecified) ?
TbREL1 primary: -4

Results for COc1cccc(-c2cc(C(=O)N3CCc4ccccc4C3)no2)c1 ?
TbREL1 primary: 7

Results for CC(Sc1nnc(-c2cccnc2)n1C)C(=O)N1CCOCC1 (stereo unspecified) ?
TbREL1 primary: -1

How did Cc1cccc(CN2C(=O)CCSc3ccc(Cl)cc32)c1 do in these assays?
TbREL1 primary: -1

Results for COc1ccc(/C(O)=C/C(=O)C(=O)NNC(=O)C(O)(c2ccccc2)c2ccccc2)cc1 ?
TbREL1 primary: 1

Results for CCOC(=O)c1cc(C)sc1N1C(=O)C2C3C=CC(C3)C2C1=O (stereo unspecified) ?
TbREL1 primary: 3

What do the screens show for `Cc1ccc(C2=NC3(CCCCC3)NC2=S)cc1`?
TbREL1 primary: 1

What do the screens show for `CN1OC(COC(=O)c2ccccc2)CC1c1ccccc1` (stereo unspecified)?
TbREL1 primary: 1

What do the screens show for `COC(=O)C1=C(C)N(Cc2ccc(Br)cc2)C(=S)NC1c1cccc(F)c1` (stereo unspecified)?
TbREL1 primary: 1

What do the screens show for `Oc1ccc(CNCC2COc3ccccc3O2)cc1` (stereo unspecified)?
TbREL1 primary: 0

What do the screens show for `COc1ccccc1NS(=O)(=O)c1ccc(O)cc1`?
TbREL1 primary: 2

Results for CC(C)n1nnnc1C1(C)CSCC(=O)N1Cc1cccc(F)c1 (stereo unspecified) ?
TbREL1 primary: 3

How did COc1ccc(C2c3ccc(O)cc3Oc3ncn4nc(-c5ccco5)nc4c32)cc1OC (stereo unspecified) do in these assays?
TbREL1 primary: -4

How did COc1cc2c(=O)[nH]c3cc([N+](=O)[O-])ccc3c2cc1[N+](=O)[O-] do in these assays?
TbREL1 primary: 4

A portion of the library (hit frequency here may not be typical).
